FBA Mtb inh: inhibitors of M. tuberculosis fructose-bisphosphate aldolase. inhibition, % at 1 µM. AID 588726. 360,000 tested, 2.3% active. P9WQA3. purified M. tuberculosis FBA, fluorescence read-out; in the data active = inhibition above about 27%;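 note: 0% = vehicle and 100% = reference inhibitor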
Target sequence (P9WQA3 whole entry, looked up): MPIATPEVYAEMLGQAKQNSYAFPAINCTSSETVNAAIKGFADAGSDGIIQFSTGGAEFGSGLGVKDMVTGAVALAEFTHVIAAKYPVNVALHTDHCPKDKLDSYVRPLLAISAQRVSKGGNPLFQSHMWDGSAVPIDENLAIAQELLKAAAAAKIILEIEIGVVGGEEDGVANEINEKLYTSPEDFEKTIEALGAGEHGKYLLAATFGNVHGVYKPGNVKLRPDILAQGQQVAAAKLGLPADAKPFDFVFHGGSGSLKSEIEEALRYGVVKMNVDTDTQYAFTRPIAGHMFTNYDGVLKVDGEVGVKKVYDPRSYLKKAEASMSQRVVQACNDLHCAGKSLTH
UGM FP inh: inhibitors of M. tuberculosis UDP-galactopyranose mutase | P9WIQ1 | purified UGM, fluorescence polarization probe displacement | 320,000 tested, 0.06% active | inhibition, % at 10 µM; in the data active = inhibition above about 10%, passing the limit was not always enough
Target sequence (P9WIQ1 whole entry, looked up): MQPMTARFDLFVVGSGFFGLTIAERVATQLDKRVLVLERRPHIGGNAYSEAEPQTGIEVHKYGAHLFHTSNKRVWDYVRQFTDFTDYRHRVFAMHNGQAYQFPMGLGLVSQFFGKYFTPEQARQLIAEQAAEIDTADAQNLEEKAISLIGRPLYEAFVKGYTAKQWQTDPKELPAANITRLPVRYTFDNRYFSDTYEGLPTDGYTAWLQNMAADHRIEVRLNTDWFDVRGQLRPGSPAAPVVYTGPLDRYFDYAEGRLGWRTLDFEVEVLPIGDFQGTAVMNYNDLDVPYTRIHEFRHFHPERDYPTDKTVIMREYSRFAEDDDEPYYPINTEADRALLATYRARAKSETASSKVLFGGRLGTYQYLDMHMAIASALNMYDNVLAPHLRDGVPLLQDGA
Rv3671c protease: Rv3671c (M. tuberculosis) protease inhibition | P9WHR9 | inhibition, % at 5.96 µM | 320,000 tested, 0.048% active; in the data active = inhibition above about 38%;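 note: extracellular domain of Rv3671c used as enzyme; 0% = enzyme with DMSO and 100% = no enzyme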
Mtb BioA inh: BioA (M. tuberculosis) enzyme inhibition; purified M. tuberculosis BioA enzyme, plate reader; inhibition, % at 9.99 µM; 360,000 tested, 0.096% active; AID 602481; in the data active = inhibition above about 40%
GDH-TPI inh: GDH-TPI coupled enzyme inhibition counter-screen | 360,000 tested, 1.2% active | inhibition, % at 4.8 µM | GDH-TPI coupled enzyme counterscreen, NADH absorbance; in the data active = inhibition above about 30%;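 note: 0% = DMSO wells and 100% = wells lacking the enzyme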
MazEF act: activators of E. coli MazEF toxin-antitoxin RNase. P0AE70. FAM/BHQ RNA-DNA oligo cleavage fluorescence, 5 h. activation, % at 20 µM. 350,000 tested, 0.32% active. AID 504720; in the data active = activation above about 50%
Target sequence (P0AE70 whole entry, looked up): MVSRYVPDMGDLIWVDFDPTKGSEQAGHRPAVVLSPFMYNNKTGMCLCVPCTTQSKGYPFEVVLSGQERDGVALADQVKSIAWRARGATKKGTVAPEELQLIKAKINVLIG
Vc quorum ag: induces V. cholerae light production without autoinducers. activation, % at 18.7 µM. 350,000 tested, 0.16% active. AID 588436. V. cholerae BH1578 lux reporter, luminescence, 6 h; in the data active = activation mostly above about 9.7%, no sharp cut-off; note: not every result past the cut was called active; inactives centre near 0; reference of the scale not given here
SSB-PriA inh: inhibitors of Klebsiella pneumoniae PriA binding to SSB C-terminal tail | AlphaScreen SSBct-PriA binding, biotinylated peptide | inhibition, % at 33 µM | 430,000 tested, 0.6% active | AID 1272365; in the data active = inhibition mostly above about 37%, no sharp cut-off; inactive = mostly below about 20%;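 note: plate controls were negative control peptide for no effect and reference peptide for full effect; strong numbers were not always called active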
SARS 3CLpro inh: SARS-CoV 3CLpro protease inhibition. inhibition, % at 6 µM. P0C6X7. 290,000 tested, 0.14% active. recombinant SARS-CoV 3CLpro, quenched FRET peptide cleavage; in the data active = inhibition above about 12%
DUSP3 inh: blocks human VHR1 dual specificity phosphatase | P51452 | recombinant VHR phosphatase, pNPP absorbance | inhibition, % at 13.3 µM | 290,000 tested, 0.52% active; in the data active = inhibition above about 50%; note: some compounds called inactive have numbers as strong as hits
Target sequence (P51452 whole entry, looked up): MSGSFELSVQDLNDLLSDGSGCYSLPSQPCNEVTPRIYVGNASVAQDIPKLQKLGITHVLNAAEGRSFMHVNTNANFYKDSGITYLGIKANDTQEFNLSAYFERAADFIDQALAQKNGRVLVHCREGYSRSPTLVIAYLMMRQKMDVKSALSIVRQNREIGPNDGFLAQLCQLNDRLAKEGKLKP
* hit, by the source's call; i = inactive; nt = not tested or not shown; & = joins results of further samples. This is a subset. The share of hits here may be higher or lower than overall.

SMILES | FBA Mtb inh | UGM FP inh | Rv3671c protease | Mtb BioA inh | GDH-TPI inh | MazEF act | Vc quorum ag | SSB-PriA inh | SARS 3CLpro inh | DUSP3 inh
O=C(CN1C(=O)/C(=C/c2cccc(Cl)c2)SC1=S)NC1C=CS(=O)(=O)C1 (centres undefined) | -2 | 0.3 | -17 | -0.6 | 16 | -2 | -0.3 | 14 | 0 | 6
Cc1ccc(-n2c(=S)sc3c(=O)n(-c4ccccc4F)c(SCC(=O)O)nc32)cc1C | 0 | -1.2 | 5 | nt | 22 | 3 | -0.6 | 10 | 5 | -25
CC/C(=N\NC(=O)c1ccoc1C)c1ccc(C)o1 | 1 | 0.0 | 4 | nt | 13 | 1 | -0.3 | nt | 0 | -5
O=C(Nc1ccccc1)N1CCC(C(=O)N2CCN(c3ccccc3F)CC2)CC1 | -1 | -2.8 | -6 | 1.6 | -5 | 4 | i | -3 | -6 | 34
CCOC(=O)c1ccc(NC(=O)CC2NCCNC2=O)cc1 (centres undefined) | -2 | -3.0 | -4 | 1.5 | 7 | 7 | i | 1&7 | 0 | 17
CSc1ccccc1C(=O)NCc1ccc(F)cc1 | 0 | -0.8 | 5 | -1.0 | 4 | 8 | -0.2 | 8 | 3 | 13
CCc1cc(C(c2ccccc2OC)N2CCOCC2)c(NC(=O)c2ccccc2)s1 (centres undefined) | -2 | -0.9 | 4 | -1.9 | 8 | 6 | 2.6 | 1 | 1 | 6
CC(C)c1nc(N2CCOCC2)c(C#N)c2c1CCCC2 | 21 | 4.5 | -14 | 5.5 | 8 | 1 | -0.3 | 7 | -4 | -12
CCOc1ccc(S(=O)(=O)N2CCN(Cc3ccccc3)CC2)cc1 | 0 | 0.4 | 1 | -0.9 | 15 | -4 | -0.6 | -1 | 4 | -32
CCCCOc1ccccc1C1NC(=O)NC(C)=C1C(=O)OCc1ccco1 (centres undefined) | -3 | 3.6 | -5 | 0.0 | 1 | 0 | i | 1 | -1 | -10
COc1cc(OC)c(NC(C)C(=O)N2CCCC2)cc1Cl (centres undefined) | -4 | 2.7 | -1 | -0.7 | -6 | -4 | -0.8 | -4 | 3 | -2
Cc1cc(C)cc(NC(=O)Nc2ccc3ccccc3n2)c1 | 2 | 1.1 | -4 | -1.8 | 1 | -4 | 0.6 | 3 | -3 | 14
CN1C(=O)C(O)(CC(=O)c2ccc3c(c2)OCO3)c2ccccc21 (centres undefined) | 0 | 2.2 | -6 | 0.6 | -6 | 9 | 12 | -10 | 0 | 17
CC(Nc1nc(N2CCCCC2)nc2ccccc12)c1ccccc1 (centres undefined) | 18 | 0.7 | 1 | -1.0 | -2 | 13 | -0.1 | -7 | -4 | -2
CC(C)NC(=O)c1cc(C2CCCCN2C(=O)CCCc2ccccc2)on1 (centres undefined) | -1 | nt | nt | -2.7 | 4 | nt | -0.7 | nt | nt | nt
COc1ccccc1NC(=O)c1ccccc1NC(=O)c1cccs1 | 5 | 0.3 | 0 | -1.5 | 9 | -1 | -0.9 | 1 | -6 | 30
CC1=CC(C)CC(C)OC(=O)CC(c2ccc(O)cc2)NC(=O)C(Cc2c(Br)[nH]c3ccccc23)N(C)C(=O)C(C)NC(=O)C(C)C1 (centres undefined) | 0 | nt | nt | nt | -1 | 3 | i | 9 | nt | nt
CCOC(=O)N1CCC2(CC1)NCCc1c2[nH]c2ccccc12 | 5 | 2.3 | 8 | nt | -6 | 0 | 2.5 | -9 | -2 | 9
O=C(CNCCC1=CCCCC1)Nc1ccc(N2CCCCCC2)cc1 | -2 | 1.8 | 13 | -1.1 | 8 | -3 | i | 95 | 6 | 19
COC(=O)c1ccccc1NC(=O)CN1CCN(C23CC4CC(CC(C4)C2)C3)CC1 | -1 | 0.9 | 6 | 4.4 | 5 | 1 | -1.6 | -3 | 4 | -1
COCCCNC(=O)c1nc2c(nnn2Cc2cc(C)ccc2C)c(=O)[nH]1 | -1 | 0.3 | -1 | 0.1 | -8 | -3 | -1.6 | -25 | -2 | 0
CC(O)(c1ccc(F)c(F)c1)c1nc(-c2cccc(F)c2)cs1 (centres undefined) | -4 | nt | nt | 1.3 | 7 | nt | -0.8 | nt | nt | nt
CCN(CC)c1ccc(/C=N/Nc2nn[nH]n2)cc1 | 5 | -1.9 | 2 | nt | 28 | -2 | i | i | 0 | -6
O=C(Nc1ccc(Cl)c(Cl)c1)OCc1cncs1 | 5 | 1.9 | -3 | nt | -3 | 3 | -2.8 | -21 | 7 | 13
Cc1cc(C)cc(NC(=O)C2CCN(S(C)(=O)=O)CC2)c1 | 1 | 1.2 | -2 | -1.9 | 0 | 10 | -0.3 | -16&-2 | -3 | 6
CN(Cc1ccc(F)cc1)C(=O)CNC(=O)C1CCCCC1 | -1 | 1.6 | -1 | -1.2 | 6 | 3 | -5.0 | -6 | 6 | -14
CCn1c(COc2cccc(C)c2C)nnc1SCC(=O)Nc1cc(C)on1 | 1 | -2.0 | -14 | nt | 5 | -3 | -0.4 | -17 | 2 | 2
O=C(CCn1cncn1)N1CCN(S(=O)(=O)c2ccc(Cl)cc2)CC1 | 2 | 0.0 | 2 | 0.8 | 5 | -7 | -1.6 | 2 | 3 | 2
CCN(CC)c1ccc(S(=O)(=O)N(CC)CC)cc1NC(=O)C1CCCC1 | -2 | 1.6 | 8 | nt | -2 | 3 | i | -7 | 0 | 14
Cn1cc(C(=O)N/N=C/C2=C(N3CCOCC3)C(=C\c3ccccc3)/CC2)ccc1=O | 0 | 0.4 | 10 | nt | 10 | -12 | -0.6 | nt | -4 | 8
CCN1CCN(C(=O)C(=O)c2cn(CC(=O)N3CCCC3)c3ccccc23)CC1 | -1 | 4.2 | 3 | -0.1 | 6 | 2 | -0.4 | -6 | 2 | 0
CN(C)c1ccc(/C=N/NC(=O)C(=O)N2CCCCCC2)cc1 | 4 | 0.5 | -8 | -3.0 | 36* | 5 | -0.6 | nt | -1 | 39
N#CC1=C(SCc2ccccc2)NC(=O)CC1c1ccccc1 (centres undefined) | 2 | 0.4 | -1 | 0.7 | 8 | -24 | -6.0 | -8 | -4 | 9
O=C(N/N=C/c1ccc([N+](=O)[O-])s1)C(O)c1ccccc1 (centres undefined) | -2 | -4.0 | -6 | nt | 25 | 1 | -0.2 | nt | 0 | -7
CCOc1ccccc1OCCC(=O)Nc1ccc(F)c(Cl)c1 | 1 | 0.1 | -1 | -2.2 | 11 | -6 | i | -8 | -1 | -8
CCC/C(=N\NC(=O)c1ccccc1C)c1ccccc1 | 3 | -1.5 | -13 | nt | 9 | -5 | -2.2 | nt | -3 | -14
CCOC(=O)c1oc2c(C)c(O)ccc2c(=O)c1-c1nncn1-c1ccccc1 | -8 | -0.6 | -2 | -1.2 | 18 | -4 | i | 2 | 2 | 4
C#Cc1ccc([C@@H]2C=C(C(=O)N3CCOCC3)O[C@H](OCCCCO)C2)cc1 | 3 | -3.6 | 8 | 0.3 | -1 | 3 | i | -6 | -2 | 14
CCC(C)Sc1ccc([C@@H]2[C@@H]3C(=O)N(C)C(=O)[C@@H]3[C@]3(C(=O)OC)CCCCN23)cc1 (some centres undefined) | 3 | 0.4 | 0 | -4.8 | 5 | 1 | i | 7 | nt | nt
COc1ccc(CCNC(=O)CSc2nnc(CNC(=O)c3ccco3)o2)cc1OC | 1 | 1.0 | 4 | -1.7 | 5 | 2 | -0.7 | -12 | -3 | 2
Cc1ncc(CO)n1Cc1ccc(Cl)cc1 | -1 | nt | nt | -0.1 | 4 | -3 | i | nt | nt | nt
Clc1ccc2nc(C3CCN(Cc4nnnn4C4CCCCC4)CC3)[nH]c2c1 | 3 | 3.6 | 1 | 1.7 | 4 | 2 | -0.3 | -11 | 3 | 25
Cc1cc(=O)[nH]c(SCC(=O)NC2CCCCC2)n1 | 2 | 1.8 | -6 | -0.6 | 3 | 8 | -0.2 | -2 | -5 | -9
COc1cccc(C(=O)C2CCCN(C(=O)CCc3scnc3C)C2)c1 (centres undefined) | 1 | 1.8 | 13 | nt | 5 | -1 | -3.6 | -1 | 4 | 13
O=C(OCC(=O)N1CCCc2ccccc21)c1cc(S(=O)(=O)N2CCOCC2)ccc1Cl | -2 | -1.3 | 0 | -1.7 | 13 | -1 | -0.3 | -16 | nt | nt
CCCCN(Cc1ccco1)S(=O)(=O)c1csc(C(N)=O)c1 | 3 | 2.2 | -9 | 3.3 | 4 | -21 | -0.2 | 6 | 5 | 0
O=C(CNC(=O)N1CC(=O)Nc2ccccc21)Nc1ccccc1 | -1 | 3.6 | -10 | 0.2 | -2 | 7 | -2.7 | -4 | -3 | 2
Cc1cc(=O)oc2cc(OCC3CC(c4ccccc4Cl)=NO3)ccc12 (centres undefined) | 10 | 1.2 | -5 | -1.2 | 13 | -3 | -2.2 | -13 | 0 | 2
CCOC(=O)C1CCN(C(=O)c2sc3nc(-c4ccccc4)cn3c2C)CC1 | 0 | 2.1 | -9 | 0.0 | 2 | -32 | nt | 3 | 0 | 29
COc1cccc(/C=N/n2c(C)nc3ccccc3c2=O)c1O | -1 | -1.0 | 6 | -2.7 | 10 | -2 | -2.8 | nt | 1 | 23
CC(C)CCOP(N)(=O)Oc1ccccc1Cl (centres undefined) | 1 | -1.6 | -10 | -0.1 | 7 | -1 | i | -41 | 0 | 17
Cc1[nH]n(-c2ccc(Cl)cc2)c(=O)c1C(=O)c1ccccc1 | 1 | -0.1 | -1 | 0.1 | 7 | -3 | -0.2 | -18 | 5 | 25
CCCCn1c(N)c(N(CC(C)C)C(=O)c2cccc(S(=O)(=O)N(C)c3ccccc3)c2)c(=O)[nH]c1=O | 1 | -2.1 | -14 | 0.0 | 2 | 5 | -0.9 | 0 | nt | nt
COc1ccc(CC(=O)OCC(=O)NCCNC(=O)COC(=O)Cc2ccc(OC)cc2)cc1 | 1 | -3.8 | 6 | 1.0 | -10 | -2 | -0.3 | -13 | nt | nt
C#CCN(C[C@@H]1[C@@H](OC(=O)NCC2CCCCC2)[C@@H](OC(=O)NCC2CCCCC2)Cn2c(=O)ccc(=O)n21)S(=O)(=O)c1ccc(C)cc1 | 0 | nt | nt | -1.3 | 11 | 1 | -1.1 | nt | nt | nt
Cc1cccc(N2CCN(c3ccc4cc(S(=O)(=O)N5CCCCC5)ccc4n3)CC2)c1C | 2 | -1.6 | 4 | -0.6 | -2 | -3 | i | 15 | -1 | 1
CNC(=S)N1CCN(CCN=Cc2c(O)n(-c3ccc(C)cc3)c(=S)[nH]c2=O)CC1 | -1 | 0.8 | -4 | -1.3 | 19 | 3 | i | -5 | 0 | 10
CN(CC(=O)Nc1ccc(F)cc1)C(=O)c1ccncc1 | 1 | -0.7 | -6 | 1.1 | 3 | -10 | i | -16 | 6 | 14

Entries of single compounds as entered above. Values in the order: FBA Mtb inh | UGM FP inh | Rv3671c protease | Mtb BioA inh | GDH-TPI inh | MazEF act | Vc quorum ag | SSB-PriA inh | SARS 3CLpro inh | DUSP3 inh
Entry for C#CCN(C[C@@H]1[C@@H](OC(=O)NCC2CCCCC2)[C@@H](OC(=O)NCC2CCCCC2)Cn2c(=O)ccc(=O)n21)S(=O)(=O)c1ccc(C)cc1 : 0 | nt | nt | -1.3 | 11 | 1 | -1.1 | nt | nt | nt
Entry for Cc1[nH]n(-c2ccc(Cl)cc2)c(=O)c1C(=O)c1ccccc1 : 1 | -0.1 | -1 | 0.1 | 7 | -3 | -0.2 | -18 | 5 | 25
Entry for CC(C)CCOP(N)(=O)Oc1ccccc1Cl (centres undefined) : 1 | -1.6 | -10 | -0.1 | 7 | -1 | i | -41 | 0 | 17
Entry for Cc1cc(=O)oc2cc(OCC3CC(c4ccccc4Cl)=NO3)ccc12 (centres undefined) : 10 | 1.2 | -5 | -1.2 | 13 | -3 | -2.2 | -13 | 0 | 2
Entry for CCOC(=O)C1CCN(C(=O)c2sc3nc(-c4ccccc4)cn3c2C)CC1 : 0 | 2.1 | -9 | 0.0 | 2 | -32 | nt | 3 | 0 | 29

Compound activity from PubChem BioAssay.
